Screening data as filed in PubChem BioAssay.
PKA-R1A activ = activators of PKA-R1A complex; P00514+P68181; AID 504707; activation, % at 11.4 µM; PKA-R1A dissociation, Cy5-IP20 fluorescence polarization; scaled: DMSO 0%, 113 µM cGMP 100%; 340,000 compounds, 0.083% hits;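 active = percent activation above the mean of all tested compounds plus 3 SD, cut at about 19% in these data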;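 also: higher means more PKAc released from R1A so a rise in polarization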
OPRM1-OPRD1 ag = agonists of human mu-delta opioid receptor heterodimerization | P35372+P41143 | cells, OPRM1-OPRD1 heterodimerization, luminescence | activation, % at 9.3 µM | 340,000 compounds, 0.3% hits | AID 504326; in the data active = activation above about 18%;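 also: 0% = vehicle-treated cells and 100% = reference agonist; values of inactives mirror those of a sister screen read the other way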
PfHsp90 yeast 2 = growth inhibition of yeast expressing Plasmodium Hsp90 | 310,000 compounds, 0.32% hits | AID 504621 | inhibition, % at 9.4 µM | S. cerevisiae expressing PfHsp90, BacTiter-Glo ATP, 48 h; yeast lacking PDR1 and PDR3 efflux regulators;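 active = every replicate shows inhibition above about 80%, whatever the replicate mean, limit read from the data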;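 also: 0% = DMSO neutral controls and 100% = 20 µM radicicol positive controls; yeast relying on Plasmodium falciparum Hsp90 in place of its own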
Tat export inh = inhibitors of E. coli Tat protein transport; E. coli MC4100 TorA-mCherry Tat export, fluorescence; AID 488895; 340,000 compounds, 0.036% hits; inhibition, % at 10 µM;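 active = mean replicate inhibition at least 50% and at least half of replicates individually reaching 50%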;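 also: exported cargo escapes ClpAP degradation while cytoplasmic cargo is degraded and loses fluorescence; 0% = median of neutral control wells and 100% = median of NaSCN control wells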
phage Ecoli inh = E. coli growth loss with phage present. growth absorbance. inhibition, % at 11.9 µM. 360,000 compounds, 0.26% hits. AID 651602; in the data active = inhibition above about 11%
DSG3 Ab inh = inhibitors of pemphigus antibody binding to human desmoglein-3 | P32926 | DSG3-coupled beads, scFv-anti-DSG3-GFP binding, flow cytometry; hits give low values | binding (percent of control), % at 10 µM | 310,000 compounds, 0.48% hits | AID 588358;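 active = binding more than 3 SD below its plate's average and above zero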;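 also: hits lower antibody fragment binding to DSG3; some compounds called inactive have numbers as strong as hits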
Target sequence (P32926 whole entry, looked up, the tested form may be a part): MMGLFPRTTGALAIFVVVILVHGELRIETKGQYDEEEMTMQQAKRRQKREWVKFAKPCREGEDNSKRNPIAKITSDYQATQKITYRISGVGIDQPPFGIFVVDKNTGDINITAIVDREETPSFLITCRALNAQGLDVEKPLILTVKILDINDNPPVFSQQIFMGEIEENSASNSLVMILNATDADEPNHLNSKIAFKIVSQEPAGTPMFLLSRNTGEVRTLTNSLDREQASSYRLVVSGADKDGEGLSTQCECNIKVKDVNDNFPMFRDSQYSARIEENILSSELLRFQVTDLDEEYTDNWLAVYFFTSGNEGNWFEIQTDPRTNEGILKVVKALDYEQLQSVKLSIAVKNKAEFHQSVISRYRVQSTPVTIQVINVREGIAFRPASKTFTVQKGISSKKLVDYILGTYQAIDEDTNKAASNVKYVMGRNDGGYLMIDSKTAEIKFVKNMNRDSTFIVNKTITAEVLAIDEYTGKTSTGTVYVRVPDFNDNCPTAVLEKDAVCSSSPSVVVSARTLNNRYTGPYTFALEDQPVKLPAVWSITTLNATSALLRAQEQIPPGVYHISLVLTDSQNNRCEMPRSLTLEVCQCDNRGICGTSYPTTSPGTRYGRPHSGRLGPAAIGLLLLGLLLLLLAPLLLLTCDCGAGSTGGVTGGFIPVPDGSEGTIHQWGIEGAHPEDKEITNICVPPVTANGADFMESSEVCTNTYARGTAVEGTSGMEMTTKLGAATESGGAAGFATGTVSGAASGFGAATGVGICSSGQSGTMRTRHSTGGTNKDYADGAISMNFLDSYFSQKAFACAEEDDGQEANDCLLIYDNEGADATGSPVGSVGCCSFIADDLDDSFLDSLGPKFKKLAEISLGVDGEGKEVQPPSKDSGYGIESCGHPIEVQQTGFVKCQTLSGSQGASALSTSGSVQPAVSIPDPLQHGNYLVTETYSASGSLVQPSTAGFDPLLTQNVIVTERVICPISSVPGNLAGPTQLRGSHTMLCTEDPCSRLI
Ecoli viability = reduces bacterial viability in AddAB counter-screen; E. coli V3065 growth, OD600 absorbance, 18 h; inhibition, % at 11.9 µM; 330,000 compounds, 0.27% hits; AID 449728;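 active = inhibition above the campaign's mean inhibition across all tested compounds plus 3 SD, cut at about 9.9% in these data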;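 also: uninfected addAB+ strain grown without phage in ampicillin broth; 0% = DMSO wells and 100% = ciprofloxacin 0.95 µg/ml wells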
OPRM1-OPRD1 inv = mu-delta opioid heterodimer inverse agonism; cell-based MOR-DOR heterodimer luminescence; inhibition, % at 9.3 µM; 340,000 compounds, 0.21% hits; AID 504357; in the data active = inhibition above about 22%, passing the limit was not always enough;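 also: 0% = cells with DMSO and 100% = wells without cells with DMSO; values of inactives mirror those of a sister screen read the other way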
Arr AP2 block = inhibitors of human beta-arrestin and AP2 interaction. FITC-arrestin peptide / GST-AP2 beads, flow cytometry; AP2 beta2 appendage carries R879A mutation. inhibition, % at 10 µM. 340,000 compounds, 0.31% hits. AID 504490;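 active = inhibition above a set limit, near 3 SD of compounds lacking own fluorescence, cut at about 54% in these data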;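 also: plate controls were DMSO wells for no effect and 5 µM unlabelled arrestin peptide for full effect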
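System: GST-AP2 R879A glutathione beads; medium: PBS, Tween 20 0.05%, BSA 0.1%; reagent: fluorescein-tagged arrestin peptide at 50 nM final; schedule: pre-incubation 12 min, peptide binding 1 h, room temperature; detection: flow cytometry, FL1 (488/535 nm); read-out: inhibition as reduced fluorescein signal on beads, percent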
SUMO Mot1 rescue = blocks SUMOylation pathway, rescuing yeast Mot1-301 growth | growth rescue, % at 18.8 µM | 320,000 compounds, 1% hits | S. cerevisiae Mot1-301 growth rescue, ATP luminescence, 38.5C; percent above DMSO median, 100 means doubled;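 active = every valid replicate shows activation above 250% relative to neutral control wells; inactive = the rest, any valid replicate at or below 250%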;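 also: OY570 slx delta 5 strain wells were the positive control but not used for scaling; some compounds called inactive have numbers as strong as hits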
AddAB inh = less growth of phage-infected E. coli with AddAB | 330,000 compounds, 0.29% hits | inhibition, % at 11.9 µM | E. coli expressing H. pylori AddAB, absorbance growth; in the data active = inhibition above about 12%;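 also: 0% = vehicle wells of infected cells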
Active calls of the source: *; . = not tested or not shown.

SMILES	PKA-R1A activ	OPRM1-OPRD1 ag	PfHsp90 yeast 2	Tat export inh	phage Ecoli inh	DSG3 Ab inh	Ecoli viability	OPRM1-OPRD1 inv	Arr AP2 block	SUMO Mot1 rescue	AddAB inh
COc1ccc(/C=C(\C#N)C(=O)c2cccn2C)cc1	-1	-2.8	-11	-2	0.2	110	-0.3	13	4	396*	-1.3
O=S(=O)(Nc1cc(S(=O)(=O)N2CCOCC2)ccc1N1CCOCC1)c1ccc2c(c1)OCCO2	4	-2.3	-8	13	1.9	98	0.2	12	0	-13	0.6
O=C(CCCN1C(=O)S/C(=C\c2ccccc2)C1=O)NNC(=O)c1ccccc1O	7	-3.5	0	-5	10	110	5.1	18	-6	-11	9.1
CCN1CCN(c2ncnc3c2cnn3-c2ccccc2)CC1	18	-1.9	5	11	1.9	100	2.8	10	21	-3	1.5
COc1ccc(CNC(=O)COC(=O)CCOc2ccc(C)cc2)cc1	-10	-4.8	.	3	3.3	102	0.5	26	-8	3	-0.7
CCn1nc(C)c(CNC(=O)CCc2nnc(-c3ccc(C(C)=O)s3)o2)c1C	2	0.1	3	4	3.6	100	2.3	0	3	2	3.2
CCCCNC(=O)c1ccc2c(=O)n(CCCOCC)c(=S)[nH]c2c1	-4	-2.8	2	1	2.6	88	0.3	12	5	1	-1.1
Cc1cc2oc(=O)cc(CN(C)Cc3ccccc3Cl)c2cc1C	2	0.6	-16	18	2.2	.	2.1	-4	10	2	3.6
Cc1cc(C(F)(F)F)nc(CCNCc2c(C(=O)N3CCCC3)nc3ccccn23)n1	.	.	11	4	2.9	93	-1.4	.	18	-6	2.5
N#CCc1nc2n(n1)Cc1ccccc1-2	-3	1.7	-7	8	3.4	85	2.7	-10	-1	9	1.7
Cc1cc(C)cc(N(C(=O)c2csnn2)C(C(=O)NC2CCCC2)c2cccnc2)c1 (stereo unspecified)	-9	2.2	-5	9	1.1	89	-0.6	-18	-4	-5	2.3
CCCCC(c1nnnn1CS(=O)(=O)c1ccc(C)cc1)N1CCN(C)CC1 (stereo unspecified)	-5	0.1	11	-2	2.4	94	-1.1	0	-10	-16	4.1
O=C(Nc1nccs1)c1ccc(COc2ccc(F)cc2)o1	9	-1.3	-7	-1	5.0	99	-0.6	7	23	-8	2.6
Nn1c(SCC(=O)NC2CCCCCC2)nnc1C(F)(F)F	0	-2.0	.	5	3.2	94	1.0	11	37	-4	-1.2
Cc1cc(NC(=O)Nc2ccc(Cl)cc2)n(-c2ccccc2)n1	0	-1.2	4	-17	6.2	110	0.4	6	-20	-10	0.6
CCOC(=O)c1c(C)[nH]c(C)c1C(=O)COC(=O)c1cccc(S(=O)(=O)N(CC)CC)c1	-11	-2.7	12	8	-0.4	.	0.9	15	-8	7	0.2
Cc1ccccc1CSc1nnc(-c2ccccc2)c(=O)[nH]1	-11	-2.1	-7	7	4.1	105	1.5	12	-62	-14	4.7
CC1CC(C)(C)N2C(=O)C(=C(C#N)C#N)c3cccc1c32 (stereo unspecified)	0	2.4	-2	-1	1.5	.	-2.6	-12	30	125	2.3
CCN(CC)c1ccc(C(=O)N/N=C/c2ccc(N3CCOCC3)cc2)cc1	-15	-0.6	8	7	5.0	81	-0.3	3	2	110	1.0
CCOc1ccccc1CN1CCNC(=O)C1CC(=O)N(C)Cc1cnccn1 (stereo unspecified)	-2	-1.7	-9	-3	0.1	103	3.1	12	-3	-24	6.4
O=C(COc1nsnc1N1CCOCC1)N1CCOCC1	-14	-3.5	-10	11	3.3	96	.	18	-3	.	.
COc1ccc(CCNC(=O)c2cc(-c3ccncc3)nc3c(Cl)cccc23)cc1OC	-9	-3.3	.	-2	1.2	111	-2.3	16	1	13	-0.2
Cc1cc(=O)oc2cc(OC(C)C(=O)NC3CCN(Cc4ccccc4)CC3)ccc12 (stereo unspecified)	-16	-2.1	-6	7	0.8	120	-0.9	10	-20	-12	1.2
CCC(Oc1ccccc1)C(=O)OCC(=O)N(CC)c1c(N)n(Cc2ccccc2)c(=O)[nH]c1=O (stereo unspecified)	-2	-4.5	.	-8	9.1	104	-0.8	25	-13	3	-1.9
CCC(=O)Nc1nnc(SCC(=O)Nc2ccc(F)cc2)s1	-14	-2.6	.	3	2.2	110	1.3	15	2	-10	4.6
CC(C)CNC(=O)CN(c1cccc(Cl)c1)S(C)(=O)=O	-2	-2.6	-23	3	4.0	95	0.6	15	-7	-3	1.9
Cc1cc(C)c(C(=O)C(C)OC(=O)Cn2cnc3c2c(=O)n(C)c(=O)n3C)cc1C (stereo unspecified)	-3	-0.6	-23	-3	2.0	101	2.0	4	0	-10	-0.2
CCC(Sc1nc(C)cc(C)n1)C(=O)Nc1cc(C)on1 (stereo unspecified)	3	-2.5	1	2	2.4	109	0.7	12	31	-8	5.8
CC1=NN(c2ccccc2)C(=O)/C1=C\c1sccc1C	-3	-3.7	6	-17	3.6	122	-1.5	19	10	19	0.8
COc1ccc(S(=O)(=O)N2CCCCC2)cc1NC(=O)Cn1cnc2ccccc2c1=O	3	-2.9	7	13	3.6	.	-1.9	11	5	-1	1.6
N/C(=N\OC(=O)CCC1CCCC1)c1ccccn1	-3	-0.9	1	9	3.5	89	1.6	6	4	9	5.7
C[C@H](CO)N1C[C@H](C)[C@@H](CN(C)S(=O)(=O)c2cccs2)Oc2c(NC(=O)C3CCCCC3)cccc2C1=O	-6	-1.8	4	6	-1.1	105	-0.9	10	8	-1	2.7
Cc1ccc(C(=O)n2nc(-c3ccco3)nc2N)cc1	-2	-3.7	44	-1	1.1	103	-1.7	21	-2	266	0.8
Cn1c(CCNS(=O)(=O)c2ccccc2)nnc1SCc1cccnc1	-3	-4.2	-9	0	-0.9	94	-2.9	22	-1	4	3.2
Cc1oc(-c2ccccc2)cc1C(N)=O	-11	-1.5	0	-2	0.8	104	-0.5	8	2	18	1.0
O=C(c1cc2ccccc2oc1=O)N(c1ccc(Cl)cc1)C1C=CS(=O)(=O)C1 (stereo unspecified)	1	-1.6	-27	-8	2.9	99	-1.6	7	-9	-9	3.4
COc1ccc(CCNC(=O)C(=O)c2cn(CC(=O)N3CCOCC3)c3ccccc23)cc1OC	4	-2.0	-23	7	-0.2	.	-0.3	10	-2	-3	0.4
CCOC(=O)CSc1nc(N)c(C(=O)Nc2ccc(N(C)C)cc2)s1	-9	-1.4	-14	1	0.4	102	-2.9	7	20	8	-1.0
Cc1n[nH]c(C)c1S(=O)(=O)NCCc1ccc(Cl)cc1	-10	-1.0	10	-6	1.4	98	-3.7	4	-3	8	2.7
O=C(Nc1nccs1)c1ccc(-c2ccc(F)cc2)o1	1	3.4	-9	-8	-1.3	113	-0.9	-18	16	15	-2.4
CC(C)C(=O)Nc1ccc2nn(-c3ccccc3)nc2c1	-2	-0.5	.	2	1.5	116	1.2	2	11	16	3.0
CCc1ccc(NC(=O)Cc2ccc(-n3cccc3)cc2)cc1	-8	3.6	7	-3	0.4	101	-0.8	-19	-9	35	1.1
Cc1ccc(S(=O)(=O)N(C)c2c(C)ccc(S(=O)(=O)N3CCN(C=O)CC3)c2C)cc1	11	-1.8	17	9	2.1	82	-0.3	9	-2	-21	4.8
COc1cccc(CCc2nnc(CCC(=O)NCCC3CCCCO3)o2)c1 (stereo unspecified)	-15	-2.7	-29	-2	2.5	.	-1.4	14	12	5	1.9
Cc1ccc(N/C(N)=N/c2nc(CSc3ccccn3)cc(=O)[nH]2)c(C)c1	-1	-1.8	-27	-1	5.9	106	-1.4	9	13	47	1.3
O=S(=O)(c1ccc(Cl)cc1)n1ccc(-c2cccc(OCc3c(F)cccc3Cl)c2)n1	4	-0.1	-5	2	-0.4	.	-1.7	1	19	-7	1.1
Cc1cc(C)c(NC(=O)c2ccccc2CCc2ccccc2)c(C)c1	-7	-0.1	23	-3	0.8	94	-2.9	1	0	16	-0.3
CC(C)CC(NC(=O)c1ccccc1)C(=O)OCC(=O)Nc1ccc(Br)cn1 (stereo unspecified)	-10	-0.5	.	-2	4.0	95	1.1	3	-17	-15	3.0
CC(=O)NC1CCCC(NC(C)=O)C1 (stereo unspecified)	-7	-2.7	-20	2	1.8	.	.	13	-2	.	.
Cc1cc(CSc2ccccc2)ccc1NC(=O)c1ccc(C)c([N+](=O)[O-])c1	-3	1.9	1	-4	2.8	84	-5.5	-12	-9	14	-1.4
New compounds follow
SMILES	PKA-R1A activ	OPRM1-OPRD1 ag	PfHsp90 yeast 2	Tat export inh	phage Ecoli inh	DSG3 Ab inh	Ecoli viability	OPRM1-OPRD1 inv	Arr AP2 block	SUMO Mot1 rescue	AddAB inh
COc1cc(NC(=O)CSc2ncnc3scc(-c4ccccc4)c23)c(C(=O)O)cc1OC	4	-3.0	10	-1	2.5	101	1.5	14	-6	-27	-2.3
O=C(NCC(c1ccco1)N1CCc2ccccc21)c1c(F)cccc1F (stereo unspecified)	-7	-2.2	-9	3	-1.5	105	1.9	15	-6	2	-0.5
COC(=O)c1cccc(NC(=O)c2cccc([N+](=O)[O-])c2)c1	-9	-1.8	2	4	-0.1	107	0.0	10	19	14	1.5
Oc1cccnc1CN1CCOCC1	3	-0.1	5	1	3.3	118	.	0	6	.	.
CC(C)(C)NS(=O)(=O)c1ccc(CCC(=O)Nc2ccc3c(c2)OCCO3)cc1	4	0.0	-4	-10	2.0	97	1.3	0	-20	354	-0.6
CCCCNc1ncnc2c1cnn2-c1ccc(Cl)cc1	0	7.2	19	-6	1.6	91	0.5	-40	8	23	-1.9
O=C(Nc1ccc2nc(-c3cccs3)c(-c3cccs3)nc2c1)N1CCOCC1	5	2.6	-55	4	2.7	100	-1.1	-14	26	5	0.9
CCC(=O)Nc1ccc(N2CCN(Cc3ccccc3)CC2)cc1	-8	-1.0	-10	6	2.7	98	-0.8	6	1	24	2.9
COC(=O)C(C)Sc1nc2c(c(=O)n1-c1ccccc1)SCC2 (stereo unspecified)	-10	1.8	17	-12	2.0	104	-0.7	-11	0	-12	2.8
CC1CC(C)(C)CC2(C1)NC(=O)N(CC(=O)Nc1c(F)cccc1F)C2=O (stereo unspecified)	-7	-4.0	0	1	1.1	105	-0.5	16	5	1	2.8
COc1cc2nc(N3CCN(C(=O)OCc4ccccc4)[C@H](C(=O)NC(C)(C)C)C3)nc(N)c2cc1OC	-4	0.0	11	-10	2.1	100	-1.3	0	17	0	-2.9
COc1cccc(CN(C)CC(=O)Nc2c(C)cccc2C(C)C)c1	2	3.7	-43	-7	3.9	101	-0.3	-19	7	13	2.4
COc1ccc(C(=O)Nc2nc(-c3ccc([N+](=O)[O-])cc3)c(-c3ccccc3)s2)cc1	-8	-2.0	0	-1	0.9	95	1.3	12	29	-10	2.1
